Bioassay records: PubChem BioAssay, several laboratories
bIAP inhibitor: bovine intestinal alkaline phosphatase inhibitors, primary screen, selectivity assay for TNAP inhibitor project, biochemical, bovine IAP, CDP-star luminescence; alkaline phosphatase, intestinal [Bos taurus]; purified bovine IAP, 30 min; inhibition, % at 20 µM; 190,000 tested, under 10 active;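 active means over 50% inhibition of intestinal alkaline phosphatase at 20 µM in the single-dose screen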
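System: purified bovine intestinal alkaline phosphatase (IAP) enzyme; Input: IAP diluted 1/65,000,000 in the well; Measured by: CDP-star luminescence signal; Compound dosing: 20 µM single dose; Incubation: 30 min reaction at room temperature.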
PPARg SRC2 recr: agonists of PPARg-SRC-2 recruitment, primary screen, biochemical, HTS | Peroxisome proliferator-activated receptor gamma (Homo sapiens), P37231 | 200,000 tested, 0.34% active | AID 1032, 2008 | PPARgamma LBD-SRC-2 recruitment | activation, % at 8 µM; in the data active means activation above about 22%;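 further: 0% = vehicle and 100% = reference agonist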
Target sequence (P37231 whole entry, looked up, the tested form may be a part): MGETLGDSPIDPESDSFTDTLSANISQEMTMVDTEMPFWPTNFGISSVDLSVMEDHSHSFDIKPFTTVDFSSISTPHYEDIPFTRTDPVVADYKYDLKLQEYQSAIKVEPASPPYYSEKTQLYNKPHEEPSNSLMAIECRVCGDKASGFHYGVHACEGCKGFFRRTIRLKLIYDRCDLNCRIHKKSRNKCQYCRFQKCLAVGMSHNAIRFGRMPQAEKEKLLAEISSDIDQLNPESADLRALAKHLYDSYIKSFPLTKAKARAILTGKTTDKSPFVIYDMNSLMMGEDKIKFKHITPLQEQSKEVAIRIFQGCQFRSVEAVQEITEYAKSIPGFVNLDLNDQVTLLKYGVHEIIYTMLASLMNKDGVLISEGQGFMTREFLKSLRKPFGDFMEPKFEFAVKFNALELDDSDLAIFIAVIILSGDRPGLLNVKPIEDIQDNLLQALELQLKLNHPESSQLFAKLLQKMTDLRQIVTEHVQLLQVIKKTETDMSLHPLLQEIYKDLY
L major viab: Leishmania major promastigote growth inhibition, primary screen | Leishmania major promastigotes, resazurin fluorescence viability | inhibition, % at 10 µM | 200,000 tested, 9% active | AID 1063, 2008; in the data active means inhibition above about 50%;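 further: promastigotes grown with compound for 44 hours at 28 °C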
DTT redox prof: compounds producing H2O2 with reducing agent – biochemical, NIH compound library profiling, artefact control for MLSCN library redox annotation, primary screen | activation, % at 10 µM | DTT-dependent redox cycling H2O2, phenol red/HRP absorbance; 100% = 100 µM peroxide control, 0% = buffer | 200,000 tested, 0.03% active | AID 878, 2007;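 active means activation of at least 50% relative to the plate's high and low controls in the primary single-dose screen; inactive means activation below 50%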;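 further: compound incubated with DTT at 0.8 mM final as the reducing agent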
S1P3 antag: S1P3 receptor antagonists, primary screen, cell-based | Sphingosine 1-phosphate receptor 3 (Homo sapiens), Q99500 | CHO S1P3 NFAT-BLA reporter, FRET fluorescence, antagonist mode | inhibition, % at 4.98 µM | 170,000 tested, 0.27% active | AID 485, 2006;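 active means inhibition above the plate cutoff, the mean inhibition of test wells on that plate plus 3 SD, cut at about 28% in these data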;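 further: cells challenged with S1P at its EC80 of 0.8 µM; blue over green emission ratio from cleaved BLA substrate after 4 h stimulation; 0% = S1P-stimulated wells and 100% = unstimulated DMSO-only wells; some compounds past the cut are filed as inactive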
Target sequence (Q99500 whole entry, looked up): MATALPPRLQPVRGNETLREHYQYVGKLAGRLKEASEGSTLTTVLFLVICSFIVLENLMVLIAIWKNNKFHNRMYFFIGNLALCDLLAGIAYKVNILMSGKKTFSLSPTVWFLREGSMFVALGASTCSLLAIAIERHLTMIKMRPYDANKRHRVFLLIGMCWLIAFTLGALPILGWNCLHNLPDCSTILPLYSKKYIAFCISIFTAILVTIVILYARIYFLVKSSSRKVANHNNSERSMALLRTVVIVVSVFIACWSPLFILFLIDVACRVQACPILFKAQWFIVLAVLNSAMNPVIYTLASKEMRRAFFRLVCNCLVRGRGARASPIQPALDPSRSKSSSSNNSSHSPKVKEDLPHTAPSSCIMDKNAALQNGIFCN
PPARg SRC-3 ag: PPARgamma agonists recruiting SRC-3 coactivator, primary screen, biochemical | biochemical PPARgamma/SRC-3 coactivator recruitment assay | activation, % at 8 µM | 200,000 tested, 0.26% active | AID 731, 2007; in the data active means activation above about 23%;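 further: 0% = DMSO and 100% = reference agonist; some compounds past the cut are filed as inactive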
ROMK mod: ROMK potassium channel modulators, primary screen, cell-based, thallium flux, MLSMR library | ATP-sensitive inward rectifier potassium channel 1 (Homo sapiens), P48048 | Tet-inducible ROMK, thallium flux fluorescence; actives lie on both sides | B-score at 10 µM | 130,000 tested, 2% active;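 active means signal ratio slope over the read window, or its plate-corrected B-score, at least 3 SD from the plate mean, either direction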;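 further: B-score of the F/F0 ratio slope over 7 to 12 s after thallium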
RAM inhibit: inhibitors of the yeast RAM network, primary screen, dse1pr::URA3 reporter, 5-FOA selection; S. cerevisiae dse1pr::URA3 reporter, 5-FOA growth OD615, 2 d; analog-sensitive cbk1-as2 kinase mutant strain; inhibition, % at 50 µM; 190,000 tested, 1.8% active;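 active means inhibition above a set limit, 3 SD over mean compound inhibition, cut at about 8.4% in these data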;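 further: 0% = DMSO-only wells with no growth and 100% = 10 µM 1-NA-PP1 full growth; inhibition rescues growth on 5-FOA so higher OD means more RAM inhibition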
PPARg SRC1 recr: PPARgamma agonists recruiting SRC-1 coactivator, primary screen, biochemical; Peroxisome proliferator-activated receptor gamma (Homo sapiens), P37231; PPARgamma-SRC-1 coactivator recruitment biochemical assay; activation, % at 8 µM; 200,000 tested, 0.41% active; AID 631, 2007; in the data active means activation above about 19%;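 further: 0% = DMSO and 100% = reference agonist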
Efa HMGR inh: inhibitors of E. faecalis class II HMGR, primary screen, biochemical, Enterococcus faecalis | inhibition, % at 10 µM | purified E. faecalis HMGR, NADPH absorbance 340 nm kinetic | HMG-CoA reductase (Enterococcus faecalis, mvaE) | 190,000 tested, 0.41% active;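 active means inhibition above a set limit, the median over all tested compounds plus 3 SD, cut at about 9.5% in these data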;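 further: enzyme runs in reverse so mevalonate oxidation gives rising NADPH absorbance; 0% = complete reaction with DMSO and 100% = background rate lacking mevalonate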
SRC2 TRFRET art: TR-FRET signal artefacts, primary screen, artefact control for PPARgamma SRC-2 agonist project, biochemical. TR-FRET artefact counter-screen; hits give high values. TR-FRET ratio at 8 µM. 200,000 tested, 0.4% active. AID 1049, 2008; in the data active means TR-FRET ratio above about 2000; further: inactives centre near 1500
Starred values were filed as active, the others as inactive; nt = no result given.

SMILES	bIAP inhibitor	PPARg SRC2 recr	L major viab	DTT redox prof	S1P3 antag	PPARg SRC-3 ag	ROMK mod	RAM inhibit	PPARg SRC1 recr	Efa HMGR inh	SRC2 TRFRET art
O=C(CSCc1cccc(CSCC(=O)Nc2ccc3ccccc3c2)n1)Nc1ccc2ccccc2c1	5	4	16	0.1	nt	-2	0.11	7.0	5	-3	1434
CC(C)(C)NC(=O)COc1ccc(CNc2ccc3[nH]c(=O)[nH]c3c2)cc1	-2	18	-2	2.3	nt	20	nt	1.1	14	1	1568
COc1cccc(CC2(CO)CCCN(Cc3ccc4c(c3)OCCO4)C2)c1 (centres undefined)	-4	5	53*	-1.8	8	0	0.026	0.6	10	-1	1596
Cc1ncoc1C(=O)NCc1ccccc1Cl	9	-3	-7	0.1	-19	-5	1.5	0.3	-1	0	1568
O=C(c1cc([N+](=O)[O-])ccc1N1CCCC1)N1CCCC1	22	8	-7	-1.1	-13	3	1.4	-0.9	2	-4	1735
N=c1c2c(-c3ccccc3)c(-c3ccccc3)oc2ncn1CCN1CCOCC1	-10	0	16	24	8	1	-1.5	1.2	4	-1	1611
COc1ccc(S(=O)(=O)N2CCC(=O)N2)cc1	6	-2	29	2.0	nt	-4	nt	2.1	-16	1	1544
COc1ccc(CN(Cc2ccccn2)C(=O)CN2C(=O)C(C)Oc3ccccc32)cc1 (centres undefined)	0	1	11	2.1	-12	9	nt	3.8	5	2	1572
Cc1c(Cl)cccc1NC(=O)CSc1nc2c(c(=O)[nH]1)CCCC2	-4	-10	5	0.1	6	0	0.32	4.8	-6	-3	1110
c1ccc(CN2CCN(c3ncnc4c3[nH]c3ccccc34)CC2)cc1	2	-5	89*	2.7	nt	3	-3.7*	0.4	0	1	1550
Nc1nc(-c2ccc(Br)cc2)cc(C(F)(F)F)n1	9	5	-8	0.1	nt	1	-0.027	4.9	0	-2	1495
Cc1ccc(S(=O)(=O)CCC(=O)OCc2ccc(S(=O)(=O)C(C)C)cc2)cc1	4	5	-4	-0.1	-12	-1	0.53	2.8	-6	3	1422
Fc1ccc(-c2csc3[n+]2CCS3)cc1	45	0	2	1.4	nt	3	0.12	2.0	-4	17*	1409
COc1ccc(-c2cc(C3CCN(c4ccc(C(C)=O)cc4[N+](=O)[O-])CC3)[nH]n2)cc1	5	-2	35	-3.8	nt	-7	nt	7.1	1	-3	1511
CC1C=CC(C)C(C(=O)O)C1C(=O)O (centres undefined)	7	-2	0	0.7	-18	4	nt	1.1	4	3	1324
CCn1nnc2c(=O)oc3ccccc3c21	-7	-5	-2	-0.6	-16	-4	0.027	0.8	-5	7	1438
Cc1ccc2nc(-c3ccc(NC(=O)Cc4cccs4)cc3)[nH]c2c1	6	-1	-1	2.7	nt	7	0.54	4.4	-1	-5	1567
CN(C)N1C(N)=C(C#N)C(c2cccnc2)C2=C1CCCC2=O (centres undefined)	35	-5	20	-0.4	-30	-4	0.92	-0.4	4	-6	1538
COc1cc(C(=O)CSc2nnc(-c3ccc(O)cc3)n2CC2CCCO2)ccc1NC(C)=O (centres undefined)	3	1	0	-3.6	-37	6	0.34	0.0	2	3	1591
Cc1nnc(C)n1/N=C/c1ccc(C(=O)O)cc1	5	6	-7	0.1	nt	8	0.043	1.3	3	1	1568
O=C(Nc1cccc(-c2cc3ccccc3oc2=O)c1)c1ccc(Br)o1	-39	5	-1	-0.1	nt	-13	-0.016	3.0	1	-5	1774
CCOC(=O)c1sc(NC(=O)CN2CCCC2)c(C(=O)OCC)c1C	3	-2	93*	0.6	-16	0	-0.029	0.1	5	-8	1700
O=C(NCc1ccccc1)Nc1cccn(Cc2ccc(Cl)cc2)c1=O	7	6	-8	0.2	-6	6	1	4.5	9	3	1706
O=C(Nc1nccs1)c1ccc(-c2ccc([N+](=O)[O-])cc2)o1	-8	2	2	7.8	6	4	-0.15	5.1	6	-1	1707
O=C(Cc1ccccc1F)Nc1nc(-c2cccs2)cs1	26	10	20	1.3	20	1	-1.4	7.9	5	-3	1654
CCC(C)NC(=O)c1ccccc1SC (centres undefined)	-6	1	6	0.2	-13	-3	nt	2.7	0	-8	1364
CC(OC(=O)Cc1coc2cc3c(cc12)CCC3)C(=O)NCc1ccc2c(c1)OCO2 (centres undefined)	6	-2	-2	-0.2	nt	-1	0.86	3.0	1	-3	1595
CCCOc1cccc(C(=O)NC(=S)Nc2cccc(NC(=O)c3ccccc3Cl)c2)c1	-18	6	97*	0.1	4	0	-0.37	3.0	-7	-3	1479
COc1cc(C(=O)Nc2ccc(C(=O)O)cc2)ccc1OC(C)=O	-36	-3	1	-1.9	6	5	2.2	3.6	2	1	1590
CC(=O)NC(NC(C)=O)c1ccc(Br)cc1	-3	-10	-5	-0.3	nt	-6	nt	0.3	3	-3	1482

With a hit mark in Efa HMGR inh, of those listed so far:
structure | bIAP inhibitor | DTT redox prof | S1P3 antag | PPARg SRC-3 ag | ROMK mod | RAM inhibit | Efa HMGR inh
Fc1ccc(-c2csc3[n+]2CCS3)cc1 | 45 | 1.4 | nt | 3 | 0.12 | 2.0 | 17*

New compounds follow
SMILES	bIAP inhibitor	PPARg SRC2 recr	L major viab	DTT redox prof	S1P3 antag	PPARg SRC-3 ag	ROMK mod	RAM inhibit	PPARg SRC1 recr	Efa HMGR inh	SRC2 TRFRET art
CC1=CC(C2CC(=O)N(c3ccc(C)cc3)C2=O)CC2C(=O)N(c3ccc(C)cc3)C(=O)C12 (centres undefined)	2	2	-9	-0.1	-8	2	-0.57	5.7	12	-2	1655
O=[N+]([O-])c1cc(S(=O)(=O)C(F)(F)F)ccc1Sc1nc2ccccc2[nH]1	8	6	100*	0.1	nt	4	0.023	6.2	6	-1	1642
Cc1ccc(NC(=O)CN(C)C(=O)CCC(=O)c2cccs2)cc1	25	-3	-4	-0.2	-20	5	nt	1.4	-3	0	1620
CCn1c(SCC(=O)Nc2cccc(OC)c2)nnc1-c1ccc(Cl)cc1	8	1	-3	2.8	-17	4	-0.7	5.2	-1	-3	1345
Cc1ccc(NCc2nnc3n2CCCCC3)cc1	5	-7	-5	-0.4	-8	0	nt	0.7	-6	-4	1568
Clc1cccc(N2CCN(CCNc3nc4ccccc4n4cnnc34)CC2)c1	-3	0	-3	-0.4	13	-2	-0.056	0.5	-2	0	1568
Cc1ccccc1OCC(=O)NNC(=O)CN1C(=O)c2ccccc2C1=O	19	3	-4	0.1	0	4	nt	4.0	0	-2	1739
Cc1cc(C(=O)COc2cccnc2[N+](=O)[O-])c(C)n1Cc1ccco1	-2	-3	-2	0.0	0	2	-0.069	3.6	2	2	1452
O=C(COc1ccc(S(=O)(=O)NCc2ccccc2)cc1)NCC1CCCO1 (centres undefined)	8	0	-4	3.0	29	1	nt	-0.4	4	-1	1537
COC(CNC(=O)C1CCCCC1C(=O)O)OC (centres undefined)	0	5	-5	0.0	-2	0	-0.038	3.1	2	-3	1360
Cc1oc(-c2ccccc2)cc1C(=O)Nc1cccc2ccccc12	7	4	-2	3.2	nt	-2	nt	0.7	6	-3	1660
O=C(CCCN1C(=O)c2ccccc2C1=O)Nc1cccnc1	13	-2	-5	-0.4	nt	12	0.59	-0.2	-6	6	1449
CCOC(=O)C1CCN(C(=O)CNS(=O)(=O)c2cccs2)CC1	26	4	-12	-1.0	nt	-4	nt	1.5	10	-4	1672
O=C(COC(=O)c1cnccn1)c1ccc2c(c1)CCCC2	5	4	-1	-0.1	nt	-3	0.77	2.2	12	0	1648
c1ccc(-c2nnc(SCc3nc4ccccc4[nH]3)n2Cc2ccco2)nc1	-58	3	-2	0.0	nt	7	-0.93	0.4	-5	-5	1535
CCOC(=O)c1sc(NC(=O)CCN2C(=O)c3cccc([N+](=O)[O-])c3C2=O)c(C(=O)OCC)c1C	9	-4	-7	0.4	nt	3	nt	5.7	5	2	1514
CCOC(=O)c1sc(NC(=O)CSc2ccccn2)c(C#N)c1C	5	10	2	0.1	16	-1	nt	0.7	-2	-1	1423
Fc1ccc(-n2c(-c3cccs3)nc3nc4ccccc4nc32)cc1	-9	-1	2	2.0	2	-4	nt	8.1	0	2	1540
O=C(Cc1coc(-c2ccc(F)cc2)n1)Nc1ccccc1	15	4	0	-1.4	6	1	nt	1.4	-6	-1	1704
CCOc1[nH]n(-c2ccccc2)c(=O)c1C=Nc1ccc(C)cc1	-1	5	-5	-2.1	-14	2	-0.2	3.4	-2	-10	1601
COC(=O)c1ccc(NC(=O)C(=O)c2cccn2C)cc1	-8	4	-7	-2.1	-41	5	-0.39	1.9	15	-7	1755
COc1ccc(NC(=O)CCC(=O)c2ccc(-c3ccccc3)cc2)cc1	14	0	1	2.7	nt	-9	nt	2.8	0	-7	1556
O=C(Cc1ccc(Cl)cc1)Nc1ccc(N2CCN(C(=O)c3ccco3)CC2)c(Cl)c1	-73	13	40	-0.5	36	13	1.6	5.6	-1	-4	1721
COc1ccc(S(=O)(=O)NCc2ccc(C)cc2)cc1	30	8	-5	0.0	nt	0	-0.5	2.2	-5	-3	1459
Cc1ccc(S(=O)(=O)N2CCCC(C(=O)NNCC(=O)Nc3cc(F)ccc3F)C2)cc1 (centres undefined)	-19	1	12	0.0	2	-1	-0.48	2.7	0	1	1505
O=C(NCCc1ccccc1)/C(=C/c1ccco1)c1ccccc1	-2	-7	28	0.7	10	-3	-2.3	0.9	-1	1	1405
CC(C)(C)C1CCc2c(sc(NC(=O)c3ccco3)c2C(N)=O)C1 (centres undefined)	-15	14	-2	2.8	nt	-9	nt	5.5	3	-1	1647
O=C(NCCc1ccccc1)C(=O)NCC1OCCN1S(=O)(=O)c1ccc([N+](=O)[O-])cc1 (centres undefined)	-7	-4	40	-3.0	-18	-4	0.0026	1.4	-7	-4	1462
COC(=O)c1ccc(Cl)c(NC(=O)c2cccc([N+](=O)[O-])c2C)c1	-15	5	24	-0.3	-10	3	1.1	4.0	-2	1	1631
COc1ccc(CCN(Cc2cccs2)S(=O)(=O)c2ccc(S(=O)(=O)N3CCC(C)CC3)cc2)cc1OC	25	-9	25	0.1	-1	0	nt	3.7	4	-6	1579

Rows were taken by chance, and some 13% of all compounds hit somewhere here.
